APEX1 inh – APE1 (human) endonuclease inhibition; P27695; AID 2517; hit rate 0.35% among 350,000; Potency, µM (doses to about 65.8 µM), for the others: at the highest dose activity change, negative = inhibition, actives largely listed as inhibitors; recombinant APE1, TAMRA/BHQ-2 abasic DNA cleavage fluorescence;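 note: potency is the fitted concentration of half-maximal effect; plate controls were vehicle for no effect and reference inhibitor for full effect; nearly all actives have a fitted effect of over 55% in size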
Target sequence (P27695 whole entry, looked up): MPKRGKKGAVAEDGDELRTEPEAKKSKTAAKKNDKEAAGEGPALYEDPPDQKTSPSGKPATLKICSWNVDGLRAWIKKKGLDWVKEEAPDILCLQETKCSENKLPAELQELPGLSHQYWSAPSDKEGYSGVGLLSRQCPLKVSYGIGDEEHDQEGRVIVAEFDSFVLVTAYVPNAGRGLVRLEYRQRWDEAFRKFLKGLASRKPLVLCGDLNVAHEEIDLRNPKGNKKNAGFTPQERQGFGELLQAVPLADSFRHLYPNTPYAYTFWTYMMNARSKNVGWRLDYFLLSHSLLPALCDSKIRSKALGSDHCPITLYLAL
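Step 1: APE1 (0.75 nM) with compound, 15 min RT. Step 2: add 50 nM fluorophore/quencher THF duplex. Step 3: three fluorescence reads 60 s apart (525/598 nm); read 3 minus read 1 = reaction progress.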
POLB inh – blocks human DNA polymerase beta activity. hit rate 1.3% among 340,000. Potency, µM (titrated, usually from 114 µM), for inactives: top-dose activity change, negative = inhibition, usual class: inhibitors. Pol beta primer extension/strand displacement, fluorescence kinetic. AID 485314; note: potency is the fitted concentration of half-maximal effect; % is set by controls: 0 for no effect and ±100 for the full control effect
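10 nM enzyme + cpd, 15 min RT; start with substrate 50 nM final; read 0 min and after 10 min RT. Corrected, normalized data; 4-parameter Hill curve fit.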
Apoferritin bind – binds horse apoferritin like a general anesthetic; hit rate 0.074% among 350,000; P02791; apoferritin/1-aminoanthracene competitive binding, fluorescence; Potency, µM (highest dose often 77.5 µM), for the others: top-dose activity change, negative = displacement, actives largely listed as inhibitors; note: potency is the fitted concentration of half-maximal effect; % is set by controls: 0 for no effect and ±100 for the full control effect; nearly all actives have a fitted effect of over 20% in size
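Concentration-response curves derived by four-parameter Hill fitting of normalized fluorescence, where compounds displaced 1-AMA from 10 uM horse apoferritin following a brief 10 min room-temperature incubation; propofol titration acted as positive control.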
TRHR ag – TRH receptor (human) agonism; P34981; TRHR cells, calcium flux fluo-8, FDSS agonist mode; activation, % at 2 µM; hit rate 0.18% among 360,000; AID 493084; in the data active = activation above about 30%; note: 0% is about no effect
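TRHR-expressing cells, plated overnight in medium with 10% serum, were loaded with fluo-8 calcium dye at room temperature. After a 10 s baseline, library compound was pin-added and calcium release was recorded kinetically (ex 480/em 530) as agonist response.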
ALOX12 inh – blocks human arachidonate 12S-lipoxygenase | P18054 | Potency, µM (top dose mostly 108 µM), for inactives: at the top dose activity change, negative = inhibition, most hits filed as inhibitors | purified 12hLO, xylenol orange hydroperoxide absorbance | AID 1671190 | hit rate 1.1% among 580,000; note: potency is the fitted concentration of half-maximal effect; % is set by controls: 0 for no effect and ±100 for the full control effect
Target sequence (P18054 whole entry, looked up): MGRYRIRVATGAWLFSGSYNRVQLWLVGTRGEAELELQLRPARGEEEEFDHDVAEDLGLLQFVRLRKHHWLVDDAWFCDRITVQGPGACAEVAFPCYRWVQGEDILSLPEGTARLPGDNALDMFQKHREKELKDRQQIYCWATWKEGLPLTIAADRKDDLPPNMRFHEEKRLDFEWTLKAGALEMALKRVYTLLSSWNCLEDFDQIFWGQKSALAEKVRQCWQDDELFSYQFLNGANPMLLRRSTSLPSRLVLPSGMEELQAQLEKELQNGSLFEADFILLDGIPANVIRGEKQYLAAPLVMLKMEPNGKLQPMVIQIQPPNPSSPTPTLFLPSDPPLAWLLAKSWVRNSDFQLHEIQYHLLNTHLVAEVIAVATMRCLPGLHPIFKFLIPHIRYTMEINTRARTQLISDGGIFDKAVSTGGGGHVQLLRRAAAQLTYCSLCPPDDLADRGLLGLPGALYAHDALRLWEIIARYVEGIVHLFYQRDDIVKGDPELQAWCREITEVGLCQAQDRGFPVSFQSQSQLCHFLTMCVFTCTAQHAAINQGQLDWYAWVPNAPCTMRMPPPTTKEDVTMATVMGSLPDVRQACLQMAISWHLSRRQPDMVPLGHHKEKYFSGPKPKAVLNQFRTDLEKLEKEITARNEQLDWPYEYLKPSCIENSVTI
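Purified human 12hLO (150 nM final) in 25 mM Hepes, 0.01% Triton X-100, pH 7.0 was preincubated 15 min at room temperature with compound. Then 40 uM arachidonic acid was added, 30 min. Hydroperoxide was read by Fe-XO absorbance ratio 573/405 nm.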
ERG-DNA inh – ERG Ets/DNA interaction inhibition | Potency, µM (titrated, usually from 76.9 µM), without a hit: at the top dose FP activity, negative = inhibition, most hits filed as inhibitors | hit rate 0.028% among 370,000 | fluorescence polarization, His-ERG Ets domain / labelled DNA | P11308; active = well fitted inhibition curve with a large enough effect in the polarisation, with a control signal flat; inconclusive = small, poorly fitted or top-dose-only effect, or effect the other way, or a change in a side signal; inactive = no such curve, though single readings can be large or run the other way; the % refers to the polarisation;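 note: polarization taken with two DNA probes labelled with fluorescein and Texas red; potency is the fitted concentration of half-maximal effect; % of control where 0% means no effect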
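His-tagged ERG Ets domain (1 uM in the protein solution; 300mM KCl, 50mM Tris-HCl, 1mM EDTA, 1mM DTT, pH 7.5) received compound, then a probe mix of 5 nM fluorescein-DNA and 100nM Texas-615-DNA. Fluorescence polarization was read for both dyes.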
Pol iota inh – DNA polymerase iota (human) inhibition. Potency, µM (top dose mostly 115 µM), for inactives: at the highest dose activity, negative = inhibition, actives largely listed as inhibitors. hit rate 1% among 390,000. Pol iota fluorescent replication assay, 10 min. Q9UNA4; note: potency is the fitted concentration of half-maximal effect
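Fluorescent replication assay read twice, at 0 min and 10 min after adding 50 nM (final) substrate. Enzyme (10 nM) and compounds were first incubated 15 min at room temperature; enzyme-free buffer wells were negative controls.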
Pol kappa inh – DNA polymerase kappa (human) inhibition; AID 588579; hit rate 0.53% among 400,000; Potency, µM (series often up to 107 µM), inactives show at the highest dose activity, negative = inhibition, actives largely listed as inhibitors; purified Pol kappa, fluorescent DNA synthesis assay, 10 min; note: potency is the fitted concentration of half-maximal effect; % is set by controls: 0 for no effect and ±100 for the full control effect
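10 nM Pol kappa preincubated 15 min at room temperature with compounds, then reaction started with substrate at 50 nM final. Fluorescence read kinetically at 0 and 10 min; buffer-only wells served as negative control.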
BLM helicase inh – Bloom syndrome helicase (human) inhibition; Potency, µM (highest dose often 56.1 µM), inactives show at the highest dose activity change, negative = inhibition, usual class: inhibitors; hit rate 0.2% among 350,000; recombinant BLM DNA unwinding, fluorescence dequenching; AID 2528; P54132;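 note: potency is the fitted concentration of half-maximal effect; plate controls were vehicle for no effect and no enzyme for full effect; nearly all actives have a fitted effect of over 35% in size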
Numbers without * were called inactive; ? = inconclusive; . = no result given; [ ] = remark or other dose. Unless noted, calls come from the whole dose curve; as a rule, active = well fitted curve in the direction sought with a large enough effect; inconclusive = small, poorly fitted or top-dose-only effect, or another doubt; inactive = no such curve, though single readings can be large; an effect the other way counts as inactive or inconclusive. This is a subset; rates above refer to the full screens.

Short forms – A = APEX1 inh; B = POLB inh; C = Apoferritin bind; D = TRHR ag; E = ALOX12 inh; F = ERG-DNA inh; G = Pol iota inh; H = Pol kappa inh; I = BLM helicase inh
1) Nc1c(C(=O)C2CC2)sc2nc3c(cc12)CCC3
  A = 1%; B = 15%; C = 34%[activator]; D = 0.3; E = -24%; F = 7%; G = 36%[activator]; H = 13%; I = -4%
2) COCCC(=O)N1CCC(Oc2ccc(C(=O)N3C[C@H]4CC[C@H]3C4)cc2)CC1
  A = 15%; B = 5%; C = -7%; D = 0.6; E = -2%; F = -5%; G = 29%; H = -4%; I = -2%
3) O=C(Cc1c(F)cccc1Cl)Nc1cc(S(=O)(=O)N2CCOCC2)ccc1N1CCCC1
  A = -1%; B = .; C = .; D = .; E = -1%; F = -2%; G = -1%; H = 5%; I = .
4) COCCNC(=O)c1cc2cc3ccc(OC)cc3nc2o1
  A = 26%; B = 9%; C = 53%[activator]; D = 0.7; E = 0%; F = -6%; G = 28%; H = -1%; I = -3%
5) COc1cccc(NC(=O)CN(C)C(=O)c2cn(-c3ccccc3)nc2-c2cccnc2)c1
  A = -2%; B = .; C = .; D = 0.1; E = 8%; F = .; G = 5%; H = -7%; I = .
6) CC(c1ccccc1F)n1cc(C(=O)NCCCc2nc3ccccc3[nH]2)nn1 (centres undefined)
  A = 3%; B = 25%; C = -19%; D = 0.1; E = -14%; F = -5%; G = 81%[activator]; H = -15%; I = 2%
7) O=C(NC1CCN(Cc2ccccc2)C1)c1cccc(S(=O)(=O)N2CCOCC2)c1 (centres undefined)
  A = 4%; B = .; C = .; D = -0.1; E = 7%; F = -13%; G = -9%; H = -13%; I = .
8) COn1c2c(c3c4no[n+]([O-])c4ccc31)CCCC2
  A = 4%; B = -16%; C = -9%; D = 0.3; E = -26%; F = .; G = -2%; H = -9%; I = -1%
9) CCCCC1(C)OC(=O)C(=Cc2ccc(SC)cc2)C(=O)O1 (centres undefined)
  A = -4%; B = ?; C = -11%; D = 0.2; E = -22%; F = 10%; G = 60%[activator]; H = -17%; I = 0%
10) COc1ccc(C(=O)O/N=C/c2c(C(F)(F)F)nn(C)c2SCc2ccccc2Cl)cc1
  A = 6%; B = 6%; C = -12%; D = 2.9; E = -23%; F = 0%; G = 74%[activator]; H = -20%; I = -12%
11) O=C(Nc1ccc(F)cc1F)C1CCN(c2ncnc3c2sc2cccc(F)c23)CC1
  A = 11%; B = -24%; C = -13%; D = -0.5; E = 16%; F = -7%; G = -29%; H = 4%; I = -6%
12) C[C@@H]1OC(Nc2ccc(N=Nc3ccccc3)cc2)[C@H](O)[C@H](O)[C@H]1O (some centres undefined)
  A = 19%; B = 49%[activator]; C = -2%; D = 2.0; E = 99%[activator]; F = -5%; G = -10%; H = 0%; I = -3%
13) O=C1/C(=C/c2cccnc2)SC(=NCc2ccccc2)N1Cc1ccccc1
  A = 4%; B = 5%; C = -7%; D = 1.5; E = 13%; F = 1%; G = -10%; H = 10%; I = -12%
14) c1csc(-c2nc(N3CCCCC3)no2)c1
  A = 2%; B = 12%; C = -11%; D = 0.6; E = 19%; F = -13%; G = 48%[activator]; H = -4%; I = -3%
15) Cc1cc(O)c(C(c2ccccc2Cl)N2CCCCC2)c(=O)n1Cc1ccco1 (centres undefined)
  A = .; B = -2%; C = -2%; D = 0.1; E = 10%; F = -1%; G = 20%; H = -12%[60.1 µM]; I = -1%
16) Cc1ccc(NC(=O)COC(=O)C2(c3ccc(Cl)cc3)CCCC2)cc1
  A = -3%; B = -2%; C = -8%; D = 1.9; E = -13%; F = -7%; G = -9%; H = -4%; I = -12%
17) Cc1cc(C(C)(C)C)ccc1NC(=O)CC(C)(C)CC(=O)O
  A = -1%; B = 3%; C = 8%; D = 0.2; E = 0%; F = 4%; G = 27%; H = -1%; I = 0%
18) O=C(Nc1ccc2c(c1)CCCN2C(=O)c1ccccc1)c1ccccc1Br
  A = 37%; B = 0%; C = -2%; D = -0.2; E = 4%; F = -18%; G = -4%; H = -2%; I = -5%
19) CCOC(=O)c1cnn(CCOC(=O)Cc2cccs2)c1NC(=O)Cc1cccs1
  A = -3%; B = -13%; C = 4%; D = -0.3; E = 3%; F = -6%; G = 2%; H = -15%; I = -7%
20) CC1(C)CC(=O)C2=C(C1)N(CC1CCCO1)C(=O)NC2(C(F)(F)F)C(F)(F)F (centres undefined)
  A = -4%; B = 0%; C = -7%; D = -0.6; E = 11%[57.4 µM]; F = .; G = 13%; H = 3%; I = -2%
21) CN(C)C(=O)/N=N/C(=O)N(C)C
  A = 0%; B = 7%[57.1 µM]; C = .; D = .; E = .; F = .; G = -1%[58.9 µM]; H = 0%[60.1 µM]; I = .
22) CC(O)[C@H]1CNCCN1CCc1cccc(F)c1 (some centres undefined)
  A = -13%; B = .; C = .; D = 0.4; E = 1%; F = 1%; G = 11%; H = -10%; I = .
23) CC(C)[C@H](NC(=O)c1ccccc1)C(=O)OCC(=O)Nc1sccc1C(N)=O
  A = -10%; B = .; C = .; D = .; E = -25%; F = 10%; G = -21%; H = -16%; I = .
24) CCCc1cc(=O)oc2cc(OCC(=O)N3CCN(C(=O)C4COc5ccccc5O4)CC3)ccc12 (centres undefined)
  A = 19%; B = 3%; C = -18%; D = -0.3; E = -1%; F = 5%; G = 0%; H = -8%; I = -1%
25) Cc1ccccc1C(=O)N1CCN(S(=O)(=O)c2ccccc2)CC1
  A = -10%; B = 49%; C = -6%; D = 0.8; E = 5%; F = 1%; G = 6%; H = -4%; I = -9%
26) CCn1c(=N)c(C(=O)NCC2CCCO2)cc2c(=O)n3cc(C)ccc3nc21 (centres undefined)
  A = .; B = 8%; C = 289%[activator]; D = 0.2; E = ?; F = -5%; G = -2%; H = -16%; I = 47%[activator]
27) Cc1ccsc1CN(C(=O)c1ccc([N+](=O)[O-])cc1)C1CCS(=O)(=O)C1 (centres undefined)
  A = 18%; B = 28%; C = -5%; D = 1.2; E = 0%; F = 3%; G = 20%; H = -11%; I = 0%
28) Cc1nn(CCC(=O)Nc2cc(F)ccc2F)c(=O)c2nn(-c3ccccc3)c(C)c12
  A = .; B = 0%; C = -1%; D = -0.1; E = -22%; F = 3%; G = -20%; H = 8%; I = -1%
29) O=C(NCCc1ccccc1F)C1CCCN1S(=O)(=O)c1ccccc1 (centres undefined)
  A = -3%; B = 27%; C = -13%; D = -0.1; E = -19%; F = .; G = 7%; H = -2%; I = -4%
30) Cc1sc2nc(C3CC3)nc(N3CCN(C(=O)c4ccccc4F)CC3)c2c1C
  A = 29%; B = 3%; C = -13%; D = 0.0; E = ?; F = 3%; G = ?; H = -1%; I = -9%
31) S=C(NCCCN1CCOCC1)N1CCOCC1
  A = -1%; B = -11%; C = 0%; D = 0.6; E = 24%; F = 7%; G = 2%; H = -2%; I = -1%
32) COc1ccc(S(=O)(=O)N2CCCCCC2)cc1C(=O)NCCOc1ccc(C)cc1
  A = -6%; B = .; C = .; D = 0.9; E = -5%; F = .; G = -6%; H = -7%; I = .
33) CC1=C(C(=O)OC2CCCC2)C(c2ccccc2C(F)(F)F)CC(=O)N1 (centres undefined)
  A = .; B = -16%; C = -8%; D = -1.2; E = -21%; F = 0%; G = 15%; H = -12%; I = -4%
34) Cc1ccccc1NC(=O)CSc1nnc(CNC(=O)c2ccc3c(c2)OCO3)n1C
  A = 26%; B = -12%; C = -1%; D = 0.0; E = 2%; F = -2%; G = 99%[activator]; H = -1%; I = 0%
35) CN1C(=O)NC(c2cccc(F)c2)C2=C1CC(C)(C)CC2=O (centres undefined)
  A = -4%; B = -1%; C = -7%; D = -0.3; E = 0%; F = 0%; G = 26%; H = 2%; I = -4%
36) CC(C)CC(=O)Nc1nnc(SCC(=O)Nc2nccs2)s1
  A = 40%; B = -1%; C = -5%; D = 0.3; E = 3%; F = 8%; G = ?; H = ?; I = -1%
37) CCCNC(=O)c1cccc(COCC(F)(F)C(F)F)c1
  A = 0%; B = -21%; C = -7%; D = -0.6; E = -24%; F = .; G = 16%; H = -12%; I = 2%
38) CC1Oc2ccccc2N(CC(=O)N2CCCc3ccccc32)C1=O (centres undefined)
  A = 1%; B = 32%; C = -17%; D = -0.2; E = 2%; F = 2%; G = -9%[58.9 µM]; H = -1%; I = -1%
39) CS(=O)(=O)NCCCNc1ccc(Cl)cc1[N+](=O)[O-]
  A = -4%; B = -27%; C = ?; D = -0.3; E = -9%; F = -1%; G = 29%; H = -8%; I = 1%
40) CN(C)n1cccc1/C=C(\C#N)S(=O)(=O)c1ccc(Cl)cc1
  A = -5%; B = -24%; C = ?; D = 0.0; E = 149%[activator]; F = -16%; G = -19%; H = -9%; I = -11%
41) CCc1nnc(NC(=O)CSc2nnc(-c3ccc(OC)cc3)n2C)s1
  A = 0%; B = -6%; C = -4%; D = -0.5; E = 0%; F = 3%; G = -8%; H = -9%; I = -1%
42) Cc1cc(C)cc(NC(=O)Cn2c(=O)n(Cc3ccc4c(c3)OCO4)c(=O)c3oc4ccccc4c32)c1
  A = .; B = 23%; C = -5%; D = 0.2; E = -16%; F = -6%; G = 16%; H = 1%; I = -7%

Rewritten with each value named: 2 of the compounds above
26) CCn1c(=N)c(C(=O)NCC2CCCO2)cc2c(=O)n3cc(C)ccc3nc21 (centres undefined)
  APEX1 inh = .; POLB inh = 8%; Apoferritin bind = 289%[activator]; TRHR ag = 0.2; ALOX12 inh = ?; ERG-DNA inh = -5%; Pol iota inh = -2%; Pol kappa inh = -16%; BLM helicase inh = 47%[activator]
27) Cc1ccsc1CN(C(=O)c1ccc([N+](=O)[O-])cc1)C1CCS(=O)(=O)C1 (centres undefined)
  APEX1 inh = 18%; POLB inh = 28%; Apoferritin bind = -5%; TRHR ag = 1.2; ALOX12 inh = 0%; ERG-DNA inh = 3%; Pol iota inh = 20%; Pol kappa inh = -11%; BLM helicase inh = 0%

Compound activity (PubChem)
